Source: PubChem (National Center for Advancing Translational Sciences (NCATS))
uPA surface inh = blocks generation of uPA at the cell surface. cell surface uPA generation assay, qHTS. Potency, µM (series often up to 38.3 µM), for the others: at the highest dose activity change, negative = inhibition, most hits filed as inhibitors. hit rate 0.31% among 330,000. AID 540303; active = well fitted inhibition curve with a large enough effect; inconclusive = small, poorly fitted or top-dose-only effect; inactive = no such curve, though single readings can be large or run the other way; tested in mouse RAW 264.7 cells; note: % is set by controls: 0 for no effect and ±100 for the full control effect; nearly all actives have a fitted effect of over 55% in size
VP16 counter = inhibits Gal4-VP16 luciferase reporter, ROR gamma counter-screen | Drosophila S2 Gal4-VP16 UAS-luciferase, luminescence, 20 h | Potency, µM (highest dose often 53.6 µM), for inactives: at the highest dose activity, negative = inhibition, hits mostly inhibitors | hit rate 3.5% among 310,000;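 note: Gal4-VP16 expression switched on by copper sulfate through the metallothionein promoter; % is set by controls: 0 for no effect and ±100 for the full control effect; nearly all actives have a fitted effect of over 50% in size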
BRCA1 expr act = BRCA1 expression activation; MCF7-BRCA1-FFLuc reporter, luminescence, 48 h; response scale: scaled: vehicle 0%, 10 µM genistein 100%; Potency, µM (doses to about 46.1 µM), inactives show top-dose activation, actives largely listed as activators; hit rate 1.1% among 380,000; note: nearly all actives have a fitted effect of over 80% in size; some results filed as inactive show a strong effect at the top dose
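Cells: MCF7-BRCA1-FFLuc, 2000/well. Exposure: 48 h, 37 °C, 5% CO2. Read: luminescence, 15 min post-substrate. Controls: genistein 10 microM (maximal activation), DMSO (neutral).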
RORg inh = ROR gamma (mouse) transcription inhibition. AID 2551. Potency, µM (titrated, usually from 53.6 µM), for the others: at the highest dose activity change, negative = inhibition, most hits filed as inhibitors. P51450. hit rate 5.4% among 310,000. Drosophila S2 Gal4-RORgamma UAS-luciferase reporter, 20 h; note: % is set by controls: 0 for no effect and ±100 for the full control effect; nearly all actives have a fitted effect of over 60% in size
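Drosophila Schneider cells stably carrying a metallothionein-driven Gal4 DBD–ROR gamma fusion and a UAS-Photinus luciferase reporter were exposed to compound for 1 hr, then induced with copper sulfate (700 uM final) for 20 hr at ambient temperature before luminescence reading.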
FLuc modulator = inhibits or activates purified firefly luciferase, miR-21 counter-screen | Potency, µM (doses to about 57.5 µM), for the others: top-dose activity change, negative = inhibition, most hits filed as inhibitors | purified FLuc, Km substrates, luminescence inhibition | hit rate 6.9% among 360,000;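 note: plate controls were vehicle for no effect and reference inhibitor for full effect; nearly all actives have a fitted effect of over 55% in size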
Target sequence (P08659 whole entry, looked up): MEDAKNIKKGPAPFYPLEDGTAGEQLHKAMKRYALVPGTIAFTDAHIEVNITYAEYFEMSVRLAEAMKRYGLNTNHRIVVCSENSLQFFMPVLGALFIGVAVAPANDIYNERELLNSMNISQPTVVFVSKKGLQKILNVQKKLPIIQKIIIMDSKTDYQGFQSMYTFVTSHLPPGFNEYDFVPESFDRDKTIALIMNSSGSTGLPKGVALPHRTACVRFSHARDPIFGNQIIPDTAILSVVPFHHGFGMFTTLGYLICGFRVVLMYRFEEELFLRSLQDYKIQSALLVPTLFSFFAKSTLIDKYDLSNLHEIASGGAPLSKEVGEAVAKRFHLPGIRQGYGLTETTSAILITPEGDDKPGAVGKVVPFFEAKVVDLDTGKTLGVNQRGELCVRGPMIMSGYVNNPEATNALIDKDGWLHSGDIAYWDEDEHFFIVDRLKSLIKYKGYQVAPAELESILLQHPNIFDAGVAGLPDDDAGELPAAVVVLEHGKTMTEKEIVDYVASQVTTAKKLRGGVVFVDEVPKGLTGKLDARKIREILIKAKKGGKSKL
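Purified P. pyralis luciferase, 10 nM final, with Km-level 10 uM D-luciferin and 10 uM ATP in 50 mM Tris acetate pH 7.5, 10 mM Mg acetate, 0.01% Tween-20, 0.05% BSA; 6-point qHTS titration about 60 µM downward; luminescence read.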
MBNL1 CUG block = inhibitors of human MBNL1 binding to CUG repeat RNA; TR-FRET MBNL1-His/biotin-(CUG)12 binding, 665/545 ratio; Potency, µM (top dose mostly 57.5 µM), for the others: at the top dose activity change, negative = inhibition, hits mostly inhibitors; hit rate 0.036% among 280,000; Q9NR56; active = well fitted inhibition curve with a large enough effect in the signal ratio, with a control signal flat, not every such curve was filed as active; inconclusive = small, poorly fitted or top-dose-only effect, or effect the other way, or a change in a side signal; inactive = no such curve, though single readings can be large or run the other way; the % refers to the signal ratio; note: % is set by controls: 0 for no effect and ±100 for the full control effect
Target sequence (Q9NR56 whole entry, looked up): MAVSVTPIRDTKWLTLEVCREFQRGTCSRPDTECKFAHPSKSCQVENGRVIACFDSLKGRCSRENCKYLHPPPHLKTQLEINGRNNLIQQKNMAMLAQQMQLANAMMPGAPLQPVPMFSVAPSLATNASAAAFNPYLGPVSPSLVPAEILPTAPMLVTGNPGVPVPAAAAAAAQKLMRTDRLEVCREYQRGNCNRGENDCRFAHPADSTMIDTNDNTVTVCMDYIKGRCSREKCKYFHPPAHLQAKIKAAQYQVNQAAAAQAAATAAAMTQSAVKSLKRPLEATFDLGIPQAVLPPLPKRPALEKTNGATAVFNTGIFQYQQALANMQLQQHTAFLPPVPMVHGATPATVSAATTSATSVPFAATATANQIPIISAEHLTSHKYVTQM
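Compound titration spanned 92 nM–58 uM against the MBNL1-His/biotin-(CUG)12 complex. After 60 min at room temperature with 5 nM streptavidin-XL665 and 0.055 ng/ul terbium anti-His, ratiometric 665/545 nm emission (Ex 340 nm) normalized to controls.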
p53 reactivation = mutant p53 re-activation in reporter cells; H1299 p53-A138V BP100-luciferase reporter, luminescence, 24 h; Potency, µM (highest dose often 92.2 µM), inactives show at the top dose activity change, positive = activation, actives largely listed as activators; hit rate 0.063% among 320,000; AID 504706; note: % of control where 0% means no effect; nearly all actives have a fitted effect of over 45% in size
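p53-null H1299 cells stably carrying temperature-sensitive p53-A138V and a BP100-luciferase reporter were pinned with compounds (4-point, 1:5 series) and held 24 hrs at 37 deg C. Luminescence was read 10 min after detection reagent.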
NPC1 promoter act = activators of NPC1 promoter; Huh7 NPC1 promoter luciferase reporter, 24 h; Potency, µM (top dose mostly 9.22 µM), for the others: at the top dose activation, hits mostly activators; hit rate 2.4% among 320,000;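 note: % of control where 0% means no effect; nearly all actives have a fitted effect of over 60% in size; reporter is driven by a mutant NPC1 promoter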
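Quantitative HTS used a cell-based reporter: Huh7 cells stably bearing the NPC1 promoter upstream of luciferase were treated with compounds for 24 h, and promoter activation was read as luminescence.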
ELG1 genotox = genotoxicity induction in ELG1-luciferase HEK293T cells | hit rate 1.3% among 330,000 | AID 504466 | HEK293T ELG1-luciferase reporter, luminescence, 16 h | Potency, µM (doses to about 46 µM), for the others: at the top dose activity change, positive = activation, most hits filed as activators; note: % of control where 0% means no effect; nearly all actives have a fitted effect of over 60% in size
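HEK293T cells expressing luciferase-tagged ELG1 were treated with compound or DMSO for 16 hr at 37°C. Luciferase activity was then read after 30 min with ONE-Glo at room temperature; rising signal flags genetic stress.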
MLL CXXC-DNA inh = inhibitors of human MLL CXXC domain-DNA interaction; hit rate 0.037% among 290,000; Potency, µM (series often up to 115 µM), without a hit: at the highest dose activity change, negative = inhibition, usual class: inhibitors; Q03164; MLL-CXXC / FITC-HOXA9 DNA fluorescence polarization; AID 2662; active = well fitted inhibition curve with a large enough effect in the polarisation, with a control signal flat, not every such curve was filed as active; inconclusive = small, poorly fitted or top-dose-only effect, or effect the other way, or a change in a side signal; inactive = no such curve, though single readings can be large or run the other way; the % refers to the polarisation
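Fluorescence polarization: 7 uM MLL-CXXC (stock) preincubated 5 min with compounds, then 50 nM fluorescein-HOX-A9 DNA (stock) added; 30 min ambient. Buffer 50 mM Tris-HCl pH 7.5, 50 mM NaCl, 1 mM DTT, 0.05% BSA.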
Rab9 promoter act = activates the Rab9 promoter; Huh7 Rab9 promoter-luciferase reporter, luminescence, 24 h; Potency, µM (series often up to 9.22 µM), for the others: top-dose activation, negative = inhibition, actives largely listed as activators; hit rate 2.8% among 320,000; note: % of control where 0% means no effect; nearly all actives have a fitted effect of over 60% in size
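Measured in stably transfected Huh7 cells bearing a Rab9 promoter–luciferase construct: 24 h compound treatment at 37 °C, followed by luminescence detection.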
* hit, by the source's call; ? = inconclusive; . = no result given; & = joins results of further samples; [ ] = remark or other dose. Unless noted, calls come from the whole dose curve; as a rule, active = well fitted curve in the direction sought with a large enough effect; inconclusive = small, poorly fitted or top-dose-only effect, or another doubt; inactive = no such curve, though single readings can be large; an effect the other way counts as inactive or inconclusive. Potency is the fitted concentration of half-maximal effect. Not all compounds are listed; the hit share may differ from the screen's.

SMILES	uPA surface inh	VP16 counter	BRCA1 expr act	RORg inh	FLuc modulator	MBNL1 CUG block	p53 reactivation	NPC1 promoter act	ELG1 genotox	MLL CXXC-DNA inh	Rab9 promoter act
Cc1nn(C)c(C)c1NC(=O)c1ccc(Cl)cc1	2%	-3%	51%	-20%	3%	0%	-5%	3%	-1%	7%	-7%
O=C(O/N=C1\CCCc2ccccc21)C1CC1	0%	-9%	-12%	7%	?	-3%	-1%	-5%	-2%	-1%	1%
CCNC(=O)C/C(C)=N/NC(=O)C(=O)Nc1ccc(CC)cc1	-23%	2%	-23%	6%	?	-3%	5%	6%	7%	0%	14%
Clc1ccccc1CN1CCC(Cc2ccccc2)CC1	5%	?	5%	-36%	7%	-19%	-7%	0%	0%	2%	-6%
CCS(=O)(=O)C1=NSC2=NC(=O)/C(=C\c3ccc(OC(=O)c4ccco4)c(OC)c3)C(=N)N21	3%	-14%	-4%	0%	21µM*	13%	0%	-5%	3%	74%[activator]	2%
O=C(Cc1ccc(-n2c(=O)c3sccc3n(CC(=O)Nc3ccccc3F)c2=O)cc1)NCc1ccco1	-12%	1%	1%	-10%	4%	-3%	1%	-1%	-1%	12%	-1%
CCOc1ccc(-n2c(SCC(=O)Nc3cc(OC)c([N+](=O)[O-])cc3C)nc3ccccc32)cc1	1%	-2%	-12%	-7%	5%	-1%	-1%	-1%	-1%	20%	-4%
CCOC(=O)Cc1nnn(CC(=O)OCC)n1	-2%	-4%	1%	12%	0%	-2%	5%	2%	0%	-3%	-11%
Cc1ccc(-c2nn3c(C)nnc3s2)cc1NC(=O)CSc1ccc(Cl)cc1	.	?	0%	0%	-3%	6%	0%	-3%	1%	1%	-3%
Cc1ccc(-c2cc(C(F)F)n3ncc(C(=O)NCc4ccco4)c3n2)cc1	-2%	-4%	-30%	-20%	7%	1%	6%	2%	16%	5%	-7%
CC(C)(C)NC(=O)COc1ccc(CNc2ncn[nH]2)cc1	-2%	2%	1%	-8%	0%	1%	-1%	-8%	4%	-2%	-9%
CCOc1ccc(C2NC(=O)C(C#N)=C(S)N2c2ccc(C)cc2)cc1OC (stereo not given)	-2%	?	-20%	14µM*	17µM*	1%	8%	-2%	12%	?	-1%
CC(=O)C1=C(C)OC(N)=C(C#N)C1c1cccnc1 (stereo not given)	-6%	-12%	-2%	-17%	3%	-3%	8%	-4%	-3%	0%	-9%
CCCCC1CCC(C(=O)OC(C)C(=O)Nc2ccc(NC(C)=O)cc2)CC1 (stereo not given)	-1%	-1%	-2%	1%	6%	2%	-12%	2%	1%	8%	9%
O=C(CCCCCN1C(=O)c2ccccc2C1=O)Nc1nccs1	-1%	5%	-8%	36%	-1%	5%	-1%	-1%	-10%	5%	-6%
O=C(CCN1CCN(c2ccccc2F)CC1)Nc1ccc(F)cc1	42%[activator]	-1%	-2%	10%	2%	-7%	.	-4%	-3%	2%	0%
O=C(NC1c2ccccc2-c2ccccc21)N1CCCCC1	-5%	-2%	-14%	-14%	1%	-1%	-5%	1%	-8%	2%	0%
O=C(CCSc1ccc(Cl)cc1)NCc1ccccn1	1%	5%	-16%	?	0%	-6%	2%	1%	5%	-8%	2%
COC(=O)Nc1ccccc1C(=O)N1CCCCC1	2%	5%	-2%[1.84 µM]	37%	1%	-9%	5%	-4%	3%	-6%	-13%
Cc1cccc(C)c1NC(=O)CNC(=O)CCC(=O)c1cccs1	-1%	-1%	-13%	-5%[10 µM]	2%	.	-4%	-2%	-1%	6%	0%
O=C(c1ccc(Br)o1)N1CCN(c2ccccn2)CC1	-2%	-1%	-24%	-13%	0%	-6%	-13%	1%	2%	-3%	7%
COc1cccc(OC)c1OCCOc1ccc(C(=O)c2ccccc2)cc1	-1%	-1%	-38%	?	-9%	2%	-6%	1%	-6%	4%	-6%
CCCC(=O)Nc1nc(C)c(-c2csc(Nc3cc(OC)ccc3OC)n2)s1	5%	-20%	-57%	?	?	20%	-2%	-15%	2%	-5%	-4%
CCc1ccc(-c2nc(SCC(=O)N3CCOCC3)n[nH]2)cc1	-8%	-7%	52%	22%	17µM*	-18%	7%	7%	9%	6%	22%
CC(C)NC(=O)c1sc2nc(-c3cccs3)cc(-c3cccs3)c2c1N	2%	5%	9%	-8%	-13%	4%	0%	-2%	-6%	?	-2%
O=C(CS(=O)(=O)c1ccccc1)Nc1nnc(-c2cccs2)o1	6%	.	-11%	.	4%	.	6%	1%	0%	.	-3%
COc1cc(SC)ccc1C(=O)N1CCCc2ccccc21	-17%	-1%	-1%	12%	-17%	-4%	6%	2%	-2%	-3%	-5%
CC(C)(C)OC(=O)NOCC(=O)N(CC(=O)c1ccccc1)Cc1ccccc1	-4%	.	-14%	.	-1%	.	1%	-3%	1%	.	0%
COc1ccc(NC(=O)NCCN2CCN(c3ccc(C)cc3)CC2)c(Cl)c1	20%	20%	0%	4%	3%	-4%	.	-6%	-2%	11%	0%
CCc1ccc(-c2cc(N)n(-c3ccccc3)n2)cc1	-8%	-14%	?	-4%	1.7µM*	-5%	?	0.56µM*	2.6µM*	-3%	1.3µM*
Cc1cc(N2CCN(S(=O)(=O)c3ccc4c(c3)OCCO4)CC2)n2ncnc2n1	.	1%	-8%	-27%	-3%	0%	.	.	.	-4%	.
Cc1ccc(-c2csc(NC(=O)C3=COCCO3)n2)cc1C	-8%	.	-2%	.	6.7µM*	.	22%	?	3%	.	-2%
CC(=O)OC1COC(N2CCc3ccccc32)C(OC(C)=O)C1OC(C)=O (stereo not given)	-8%	-9%	-7%	-9%	1%	2%	0%	-2%	0%	1%	4%
Cc1cc(C)n(-c2ccc(C(=O)Nc3cccc(S(=O)(=O)N(C)C)c3)cc2)n1	-9%	7.1µM*	-55%	?	?	-5%	-3%	-14%	-7%	-7%	-19%
Cc1cc(/C=C(\C#N)C(=O)NC2CCCCCC2)c(C)[nH]1	1%	-5%	50%	36%	?	14%	28%	24%	10%	10%	23%
CN(C)S(=O)(=O)c1ccc(NC(=S)NC(=O)Cc2ccccc2)cc1	-1%	10%	-16%	-18%	-6%	-4%	6%	5%	1%	3%	-3%
NS(=O)(=O)c1ccc(CCNC(=O)CNC(=O)C2CCCCC2)cc1	22%	-4%	-1%	-2%	2%	-6%	5%	-2%	1%	4%	-8%
CN1CCN(c2nc(-c3cccnc3)nc3ccccc23)CC1	-10%	-26%&-16%	7%	-12%&-1%	-1%	-6%	-7%	-3%	?	0%	-8%
COc1ccc(CC(=O)NCc2nnc(SCC(=O)Nc3nccs3)n2-c2ccccc2)cc1	-6%	-1%	0%	-26%	1%	-3%	0%	-2%	-28%	-2%	-5%
Cc1[nH]c2ccccc2c1C(=O)C(=O)NCCCc1ccccc1	21%	13%	-7%	36%	1%	-2%	1%	1%	0%	4%	1%
COc1ccc(C)cc1NC(=O)Nc1ccc(Br)cn1	-9%	5%	-4%[1.84 µM]	10µM*	3%	-6%	-1%	0%	0%	4%	-5%
COC(=O)C1=C(C)NC(C)=C(C(=O)OC)C1c1ccc(-c2cc(Cl)ccc2Cl)o1	14%	-15%	-59%	-9%	0%	5%	-2%	-1%	0%	-5%	0%
Cc1cccc(OCC(O)Cn2c(=N)n(CCN3CCOCC3)c3ccccc32)c1 (stereo not given)	-2%	-2%	-27%	-17%	5%	-3%	-8%	-3%	-13%	-4%	2%
O=C(NCC(c1ccc(F)cc1)N1CCOCC1)c1ccccc1F (stereo not given)	9%	5%	10%	7%	-3%	.	-2%	2%	-1%	5%	1%
Cn1c(CNC(=O)CNC(=O)c2ccc(C(C)(C)C)cc2)cc(=O)n(C)c1=O	8%	2%	1%	-12%	-15%	0%	9%	0%	1%	-4%	-5%
Cc1ccc(N(C)S(=O)(=O)c2csc(C(N)=O)c2)cc1C	1%	14%	2%	24%	-3%	4%	-9%	-7%	-3%	-4%	-7%
CCN(CC)c1ccc(N=Cc2ccc(N(CC)CC)cc2O)cc1	?	?	-66%	0%	-11%	15%	19%	6%	-16%	?	-2%
O=C(CCC(=O)N(CC(=O)NC1CCCCC1)Cc1cccs1)Nc1ccccn1	-1%	4%	0%	19%	-3%	-2%	-2%	-2%	15%	-3%	-2%
